Bioassay records: PubChem BioAssay, Johns Hopkins Ion Channel Center
Kir21 block: inhibitors of mouse Kir2.1 inward-rectifier potassium channel | Inward rectifier potassium channel 2 (Mus musculus), P35561 | HEK293-Kir2.1, FluxOR thallium flux fluorescence; active compounds read low | B-score at 10 µM | 310,000 compounds, 0.85% hits;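 active = fluorescence ratio B-score at or below minus 3 SD of library scores, with starting-brightness B-score within 2 SD, cut at about -4.2 in these data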;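 also: channel flux triggered by added potassium and thallium sulfate stimulus; B-score of peak minus minimum fluorescence over baseline after thallium stimulus; more negative B-score means stronger Kir2.1 block with less thallium influx; some compounds called inactive have numbers as strong as hits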
Target sequence (P35561 whole entry, looked up): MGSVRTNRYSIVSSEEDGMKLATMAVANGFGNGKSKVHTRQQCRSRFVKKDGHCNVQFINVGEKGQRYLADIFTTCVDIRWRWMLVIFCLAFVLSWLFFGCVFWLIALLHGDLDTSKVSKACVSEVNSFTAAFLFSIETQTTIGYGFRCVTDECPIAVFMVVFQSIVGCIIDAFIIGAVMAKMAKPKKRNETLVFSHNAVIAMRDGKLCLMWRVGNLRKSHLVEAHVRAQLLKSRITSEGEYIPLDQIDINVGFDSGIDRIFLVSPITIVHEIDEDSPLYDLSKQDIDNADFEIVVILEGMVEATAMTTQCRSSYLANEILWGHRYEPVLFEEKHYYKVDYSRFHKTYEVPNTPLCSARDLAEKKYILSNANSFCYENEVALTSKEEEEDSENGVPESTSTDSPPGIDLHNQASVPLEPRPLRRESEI
KCNQ2 block: KCNQ2 potassium channel inhibitors, primary screen, cell-based, CHO-K1, FluxOR thallium flux, B-score (AID 2156) | Potassium voltage-gated channel subfamily KQT member 2 (Rattus norvegicus), O88943 | 310,000 compounds, 1.1% hits | B-score at 10 µM | 20 min; active compounds read low;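 active = fluorescence ratio B-score at most minus 3 library SDs, with starting brightness B-score within 2 library SDs, cut at about -5.5 in these data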
An asterisk follows results filed as active; i = inactive; ! = not confirmed by another sample.

SMILES	Kir21 block	KCNQ2 block
NCCCn1c(C(=O)c2ccc(Cl)cc2)c2ccc(C(F)(F)F)cc2[n+]1[O-]	0.02	i
CCOc1ccc(C2C(C(=O)OC)=C(C)N=C3SCCC(=O)N32)cc1OCC (stereo not given)	0.59	i
CN(CCNC(=O)C1CCC(=O)N(Cc2ccc(Cl)cc2)C1)CCc1ccccc1 (stereo not given)	0	i
Cc1cc(C)c(O)c(-c2n[nH]c3c2C(c2cccc(O)c2)N(Cc2ccco2)C3=O)c1 (stereo not given)	1.4	i
CCOC(=O)c1c(C)n(C(=O)c2ccco2)c(=O)n1C(=O)c1ccco1	1.6	i
Cc1cc(C)cc(NC(=O)N2CCC(c3nc4ccccc4o3)CC2)c1	-0.08	i
O=C(N=Nc1c(O)[nH]c2ccc(Cl)cc12)c1cc(-c2cccs2)nc2ccccc12	0.42	i
CCN(c1cccc(C)c1)S(=O)(=O)c1ccc(OC)c([N+](=O)[O-])c1	0.35	i
CC(=O)Nc1nc2c(s1)CCc1ccccc1-2	0.17	i
Cc1cccc(-c2cc(C(=O)N3CCCc4ccccc43)c3ccccc3n2)c1	-0.18	-6.8*
Nc1c(-c2ccccc2)cnn1-c1cccc(Cl)c1	0.28	i
CC(C)CCCC(C)NS(=O)(=O)Cc1ccccc1 (stereo not given)	-0.28	i
Cc1cccc(C)c1NC1=NC2(CCCCC2)N=C(N)N1	3.2	i
CCC(NC(=O)c1ccccc1NC(=O)c1ccco1)C(=O)NNC(=O)c1ccncc1 (stereo not given)	0.24	i
CCOCCCN1CN(Cc2ccccc2)CNC1=S	-0.06	i
COc1ccccc1CN1CCNC(=O)C1CC(=O)NCCC1=CCCCC1 (stereo not given)	-2.7	i
COc1cc(C(=O)Nc2ccc(N3CCN(C(=O)c4ccc(C)cc4)CC3)cc2)cc(OC)c1OC	0.17	i
CCCN1C(=O)C(O)(C2CC(=O)CC(C)(C)O2)c2ccccc21 (stereo not given)	0.46	i
N#C/C(=C(/O)c1cccc(F)c1)c1nc2ccccc2s1	0.02	i
CCCn1c(/N=C/c2ccc3c(c2)OCO3)nc2ccccc21	-0.32	i
CCCCNC(=S)Nc1ccc(OC)nc1	-0.6	i
N#CCCN(C(=O)c1ccc2c(=O)n3c(nc2c1)CCCCC3)c1ccccc1	1.8	i
Cn1c(-c2sc3cc(C(F)(F)F)cnc3c2-c2cccs2)n[nH]c1=S	-0.71	i
O=C(/C=C/c1ccco1)OCC1CCCN2CCCCC12 (stereo not given)	0.23	i

Entries above that bear a hit mark in KCNQ2 block:
SMILES	Kir21 block	KCNQ2 block
Cc1cccc(-c2cc(C(=O)N3CCCc4ccccc43)c3ccccc3n2)c1	-0.18	-6.8*

(cont.)
SMILES	Kir21 block	KCNQ2 block
CC1CN(c2nc3ccccn3c(=O)c2/C=C(\C#N)S(=O)(=O)c2ccccc2)CC(C)O1 (stereo not given)	-0.94	i
O=S(=O)(c1ccc(Cl)cc1)N1CCN(C2CCN(Cc3ccccc3)CC2)CC1	-3.4	i
CC1=C(c2ccc(F)cc2)[N+](=O)C(C)(C)N1[O-]	0.09	i
OCCN(CC(O)Cn1ccc2ccccc21)CC(O)Cn1ccc2ccccc21 (stereo not given)	-1.3	i
C=CCc1ccccc1OCC(O)CN1CCN(Cc2ccc3c(c2)OCO3)CC1 (stereo not given)	-4.6*!	i
Nc1c(C(=O)Nc2ccc(F)cc2)sc(=S)n1-c1ccccc1F	0.02	i
CC(C)CCN1CCN(Cc2cccc(C(F)(F)F)c2)CC1CCO (stereo not given)	0.74	i
O=C(NC(=S)NCCc1ccccc1)c1cccc(Cl)c1	0.01	i
O=C(C[n+]1ccccc1)Nc1ccc(Cl)c([N+](=O)[O-])c1	-0.09	i
CCOC(=O)C1CCN(C(=O)COC(=O)c2oc3ccccc3c2C)CC1	-0.28	i
COc1ccc(CNC(=O)C2CCCN(c3ncnc4c3nc3n4CCCCC3)C2)cc1 (stereo not given)	1	i
CSc1ccc(/C=C(\C#N)C(=O)NC2CCCCC2C)cc1 (stereo not given)	0.06	i
CCOC(=O)COc1nc(N(C)C)nc(N(C)C)n1	-1.3	i
Cc1ccc(NC(=O)COc2ccc3oc4c(c3c2)CCCC4)nc1	1.5	i
O=C(Nc1ccc(Br)c(C(F)(F)F)c1)c1ccccc1	-1.5	-7.7*
Cc1ccc2nc(-c3ccc(SCC(=O)O)nc3)[nH]c2c1	-1.1	i
CN(CC(=O)Nc1c(Cl)cccc1Cl)C(=O)CCc1nc2sc3c(c2c(=O)[nH]1)CCCC3	0.1	i
CC(=O)C1=C(O)C(=O)N(Cc2ccco2)C1c1ccccc1 (stereo not given)	0.05	i
COc1ccc(-c2nnc(NC(=O)C3CCCO3)s2)cc1 (stereo not given)	0.01	i
CCOC(=O)C(NC(=O)c1ccccc1)(Nc1nnc(C)s1)C(F)(F)F (stereo not given)	0.11	i
CCSc1nnc(NC(=O)CC(C)C)s1	-0.65	i
Cn1c(N)c(C(=O)COC(=O)COc2ccccc2C#N)c(=O)n(C)c1=O	-1.8	i
C/C(=N\NC(=O)c1cccc(N/N=C(\C)c2cc(O)ccc2O)c1)c1cc(O)ccc1O	-0.72	i
COc1cccc(CNC(=O)C2CSC3(C)CCC(=O)N23)c1 (stereo not given)	-0.28	i

Quoted from the listing:
Kir21 block with `COc1ccc(CNC(=O)C2CCCN(c3ncnc4c3nc3n4CCCCC3)C2)cc1` (stereo not given) stands at 1
Kir21 block with `Cc1cc(C)cc(NC(=O)N2CCC(c3nc4ccccc4o3)CC2)c1` stands at -0.08
Kir21 block with `CCOC(=O)C(NC(=O)c1ccccc1)(Nc1nnc(C)s1)C(F)(F)F` (stereo not given) stands at 0.11
Kir21 block with `Nc1c(C(=O)Nc2ccc(F)cc2)sc(=S)n1-c1ccccc1F` stands at 0.02
Kir21 block with `CCCCNC(=S)Nc1ccc(OC)nc1` stands at -0.6

The list goes on.
SMILES	Kir21 block	KCNQ2 block
O=C(Nc1ccc(NC(=O)c2ccccc2F)cn1)c1ccco1	-0.08	i
COc1ccc(/C=C/C(=O)N2CCN(S(=O)(=O)/C=C/c3ccccc3)CC2)cc1OC	0.4	i
Cc1onc(-c2ccccc2Cl)c1C(=O)NNC(=O)C1CCN(Cc2ccccc2)CC1	-0.08	i
O=C(CSc1nnc(-c2ccc(O)cc2)n1Cc1ccccc1)NNC(=O)c1ccc(Br)cc1	-0.79	i
O=C(Nc1cccc(F)c1)N1C2CCC1CC(O)(c1cccnc1)C2 (stereo not given)	0.15	i
CC(C)[C@H](NC(=O)[C@@H]1CSC2c3ccccc3C(=O)N21)C(=O)NCc1ccncc1 (stereo not given in full)	0.08	i
COc1ccc(C2=NS(=O)(=O)N(C)C(C(=O)N3CCCCC3)=C2)cc1	0.29	i
Cc1ccccc1Oc1cccc(C(=O)/C(C#N)=C/N(C)C)c1	0	i
O=C(NC(=S)Nc1nc(-c2ccccc2)cs1)c1cccs1	-0.09	i
CCOc1ccc(CCN2C(=O)C(=O)N([C@H](CCCN(C)Cc3ccccc3)CNCc3ccccc3)C[C@@H]2C(C)C)cc1	-3	i
CN(C)S(=O)(=O)c1ccc(C(=O)N2CCCC2c2nc3ccccc3s2)cc1 (stereo not given)	-1.2	i
C=CCN1N=C(c2ccc(NC(=O)c3ccccc3)cc2)CSC1=O	-1.7	i
Nc1ccc(C(=O)OCC(=O)c2cccc([N+](=O)[O-])c2)cc1	0.06	i
CCOc1ccc(CCNC(=O)C2CCC(=O)N2CCc2ccccc2)cc1OCC (stereo not given)	0.13	i
CC[n+]1c(-c2ccccc2)csc1Nc1c(C)n(C)n(-c2ccccc2)c1=O	0.05	i
Cc1ccc(-n2c(N)c(C(=O)N3CCCCC3)sc2=S)cc1	0.39	i
Cc1cc(Cl)c2cc3ccccc3cc2n1	0.7	i
Cc1ccccc1OCc1nc(-c2ccccc2)no1	-0.5	i
CC(C)(C)c1ccc2c(c1)OC(C(=O)N/N=C\c1ccc(-c3cccc(C(=O)O)c3)o1)CO2 (stereo not given)	0.7	i
Cc1ccc(NC(=O)CCNS(=O)(=O)c2ccc3c(c2)oc(=O)n3C)c(C)c1	-0.28	i
CCOc1ccccc1NC(=O)CN(c1ccc(OC)cc1)S(=O)(=O)c1c(C)noc1C	-2.1	i
O=C(CCl)NCCN1C(=O)S/C(=C\c2cccnc2)C1=O	0.58	i
COc1ccc(CCNC(=O)c2cc3c(=O)n4ccccc4nc3n(C3CCCCC3)c2=N)cc1OC	0.7	i
Cc1nnc(SCC(=O)N2CCN(C(=O)c3ccco3)CC2)n1-c1ccccc1	-0.67	i

Whole records, looked up by structure. Screens in order: Kir21 block | KCNQ2 block
`Cc1ccc(-n2c(N)c(C(=O)N3CCCCC3)sc2=S)cc1` is entered as 0.39 | i
`CC[n+]1c(-c2ccccc2)csc1Nc1c(C)n(C)n(-c2ccccc2)c1=O` is entered as 0.05 | i

The results go on:
SMILES	Kir21 block	KCNQ2 block
O=C(c1cccs1)N1CCCC(c2ccccc2)C1 (stereo not given)	0.28	i
O=C(N/C(=C\c1cccc([N+](=O)[O-])c1)C(=O)N1CCOCC1)c1ccco1	-0.04	i
Nc1nc(NCc2ccco2)nc(Nc2ccccc2)c1[N+](=O)[O-]	1.3	i
O=C(CSc1n[nH]c(-c2ccco2)n1)Nc1ccc(Br)cc1	-0.94	i
O=C(NCCN1CCN(C(=O)c2cccs2)CC1)c1cccs1	-2.8	i
O=C(CN1C(=O)CC(c2ccccc2)S(=O)(=O)c2ccccc21)N1CCOCC1 (stereo not given)	1.5	i
Cc1ccc(S(=O)(=O)N2CCCCC2)cc1NC(=O)COC(=O)c1cc[n+]([O-])cc1	0.35	i
CN1CCN(NC(=O)Nc2ccc(Br)cc2Cl)CC1	0.91	i
CC(=O)Nc1ccc(S(=O)(=O)NC2CC(=O)N(c3cccc(F)c3)C2)cc1 (stereo not given)	0.11	i
O=C(NC1CCCCC1)N1CCCc2ccccc21	-1.3	i
CCOC(=O)N1CCC(NC(=O)c2ccc3snnc3c2)CC1	-2.7	i
COC(=O)[C@]1(CC(C)C)N[C@H](c2ccc(-c3cccc(Cl)c3)cc2)[C@@H]2C(=O)N(C)C(=O)[C@@H]21	-1	i
CC(=O)Nc1ccc(S(=O)(=O)N(C)CC(=O)OCC(=O)N(C)c2ccccc2)cc1	-0.41	i
CCOC(=O)CCP(=O)(O)C(O)c1ccc(OC)cc1 (stereo not given)	2.6	i
Cc1ccc(C)c(-n2[nH]c3c4c(ccc3c2=O)C(=O)c2ccccc2C4=O)c1	2.1	i
Cc1cc(-n2c(C)c3c(C)nnc(C)c3c2C)ccc1N	-0.59	i
CCn1c(=O)c([N+](=O)[O-])c(NCc2ccc3c(c2)OCO3)c2ccccc21	-0.8	i
COc1cc(C(=O)N2CCN(c3ccccn3)CC2)cc(OC)c1OC	0.52	i
CC(C(=O)Nc1ccccc1)N(C)Cc1cccs1 (stereo not given)	-0.58	i
O=C1/C(=C/c2ccc(F)cc2)Oc2cc(OC(=O)N3CCOCC3)ccc21	1.3	i
CCCCNS(=O)(=O)c1ccc2nc(SCC(=O)Nc3ccccc3)[nH]c2c1	0.65	i
Cc1nc2ccccn2c1C(=O)NCC(C)C	0.74	i
COc1ccc(CN(C)CC2CCCN(CCc3ccc(F)cc3)C2)cc1OC (stereo not given)	-6.2*	i
O=C(NCCc1ccccc1)/C(=C\c1ccc([N+](=O)[O-])cc1)NC(=O)c1ccc(Br)cc1	-1.9	i

Brought forward from above: 3 entries; new compounds follow.
SMILES	Kir21 block	KCNQ2 block
Cc1nc2ccccn2c1C(=O)NCC(C)C	0.74	i
COc1ccc(CN(C)CC2CCCN(CCc3ccc(F)cc3)C2)cc1OC (stereo not given)	-6.2*	i
O=C(NCCc1ccccc1)/C(=C\c1ccc([N+](=O)[O-])cc1)NC(=O)c1ccc(Br)cc1	-1.9	i
Cc1cccc(-n2c(O)c(C=NC3CCS(=O)(=O)C3)c3ccccc3c2=O)c1 (stereo not given)	-0.55	i
COc1ccc(S(=O)(=O)N2CCSC2c2ccc(N)cc2)cc1 (stereo not given)	-0.92	i
COc1ccccc1OCC(=O)Nc1ccc(C(N)=O)cc1	1.1	i
NNC(=O)c1cnn(-c2ccccc2)c1C(F)(F)F	0.39	i
Cc1cc(NS(=O)(=O)c2ccc(NC(=O)Cc3cccs3)cc2)no1	-0.81	i
O=C(Nc1ccc(-c2cn3c(n2)SCC3)cc1)c1ccc2c(c1)OCO2	0.02	i
O=C1CSC(c2ccccn2)N1c1ccc(Cl)c(Cl)c1 (stereo not given)	0.12	i
COc1ccc(/C=C2\C(=O)c3ccccc3OC2c2ccccc2)cc1 (stereo not given)	0.33	i
c1ccc2c(c1)CCN(c1ncnc3c1[nH]c1ccccc13)C2	-0.95	i
C=CCN(CC=C)C(=O)c1ccc(OC2CCN(S(=O)(=O)N(C)C)CC2)cc1	0.07	i
CN1N=C(C(=O)N2CCCC(N3CCN(c4ccc(F)cc4)CC3)C2)CCC1=O (stereo not given)	-0.49	i
O=C(CN(Cc1ccccc1F)C(=O)c1ccco1)NCc1ccc(F)cc1	-0.02	i
O=C(c1cccc([N+](=O)[O-])c1)N1CCN(C/C=C/c2ccccc2)CC1	0.45	i
COc1cc(/C=N/N=C(/N)c2nonc2N)cc(Br)c1OCc1cccc(C)c1	-0.21	i
Cc1ccc(F)cc1NC(=O)C1CC(=O)N(CCc2ccccc2)C1 (stereo not given)	-1.8	i
CC(C)c1ccc(Nc2nc(NCc3ccco3)nc(N3CCOCC3)n2)cc1	-1.2	i
CCOC(=O)c1cc(-c2ccccc2)sc1NC(=O)C(C)OC(=O)c1ccncc1 (stereo not given)	0.83	i
CCOC(=O)N1CCN(C(=O)c2ccc(CS(=O)(=O)c3ccccc3OC)o2)CC1	0.2	i
